Epigenetic mod = epigenetic GFP locus derepression in mouse cells | mouse C127i GFP locus derepression, cytometry, 30 h | Potency, µM (titrated, usually from 46.1 µM), for the others: at the top dose GFP derepression (activation) | hit rate 0.09% among 68,000 | AID 597; note: % of control where 0% means no effect
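Locus derepression in mouse mammary C127i cells whose integrated CMV-GFP reporter is normally silent; GFP expression after 30 h compound treatment was quantified by counting fluorescent cells.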
ALOX15 inhib = inhibitors of human 15-lipoxygenase (ALOX15) | hit rate 1.4% among 74,000 | Potency, µM (highest dose often 57.1 µM), for the others: at the top dose activity change, negative = inhibition, hits mostly inhibitors | purified 15hLO-1, xylenol orange hydroperoxide absorbance | AID 887 | P16050; note: potency is the fitted concentration of half-maximal effect; % is set by controls: 0 for no effect and ±100 for the full control effect; nearly all actives have a fitted effect of over 55% in size
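Purified human 15hLO-1 (40 nM) in 25 mM Hepes pH 7.5, 0.01% Triton X-100, preincubated 15 min RT with compound, then 50 uM arachidonic acid for 6 min. Hydroperoxide read by ferrous/xylenol orange, 30 min; 573/405 nm absorbance ratio gave progress.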
HADH2 inhib = HADH2 (human) dehydrogenase inhibition. AID 886. Q99714. recombinant HADH2, NADH fluorescence, beta-hydroxybutyryl-CoA. Potency, µM (top dose mostly 57.1 µM), without a hit: top-dose activity change, negative = inhibition, most hits filed as inhibitors. hit rate 3.4% among 73,000; note: potency is the fitted concentration of half-maximal effect; % is set by controls: 0 for no effect and ±100 for the full control effect; nearly all actives have a fitted effect of over 60% in size; many of its hits are not listed in these tables
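E. coli-expressed His-tagged HADH2 tested at 20 nM in alkaline Tris buffer (pH 9.0); oxidation of 90 uM beta-hydroxybutyryl-CoA with 1 mM NAD+ tracked fluorimetrically for 4 min.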
CRE Fsk mod = CRE-bla signaling modulation under forskolin stimulation. CHO CRE-bla reporter (cAMP response element driving beta-lactamase), forskolin EC10, beta-lactamase ratio. Potency, µM (titrated, usually from 38.2 µM), for inactives: at the top dose activity change, negative = inhibition, usual class: activators. hit rate 2.5% among 71,000. AID 662; active = well fitted activation curve with a large enough effect in the signal ratio, with a control signal flat, not every such curve was filed as active; inconclusive = small, poorly fitted or top-dose-only effect, or effect the other way, or a change in a side signal; the % refers to the signal ratio; note: potency is the fitted concentration of half-maximal effect; % of control where 0% means no effect
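Using CellSensor CRE-bla CHO cells in Opti-MEM with 0.5% dialyzed FBS, compounds were titrated with EC10 NKH 477 for 3 h at 37 °C. CCF4 ratio (460/530 nm) gave %Activity; AC50 derived.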
BRCT PPI green = inhibitors of human BRCA1 BRCT-phosphoprotein interaction (green fluorophore); P38398; BRCA1 BRCT-phosphopeptide binding, green fluorescence polarization; Potency, µM (titrated, usually from 76.9 µM), for the others: at the top dose activity change, negative = inhibition, actives largely listed as inhibitors; hit rate 0.05% among 75,000;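 note: potency is the fitted concentration of half-maximal effect; plate controls were peptide without protein for full effect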
Target sequence (P38398 whole entry, looked up): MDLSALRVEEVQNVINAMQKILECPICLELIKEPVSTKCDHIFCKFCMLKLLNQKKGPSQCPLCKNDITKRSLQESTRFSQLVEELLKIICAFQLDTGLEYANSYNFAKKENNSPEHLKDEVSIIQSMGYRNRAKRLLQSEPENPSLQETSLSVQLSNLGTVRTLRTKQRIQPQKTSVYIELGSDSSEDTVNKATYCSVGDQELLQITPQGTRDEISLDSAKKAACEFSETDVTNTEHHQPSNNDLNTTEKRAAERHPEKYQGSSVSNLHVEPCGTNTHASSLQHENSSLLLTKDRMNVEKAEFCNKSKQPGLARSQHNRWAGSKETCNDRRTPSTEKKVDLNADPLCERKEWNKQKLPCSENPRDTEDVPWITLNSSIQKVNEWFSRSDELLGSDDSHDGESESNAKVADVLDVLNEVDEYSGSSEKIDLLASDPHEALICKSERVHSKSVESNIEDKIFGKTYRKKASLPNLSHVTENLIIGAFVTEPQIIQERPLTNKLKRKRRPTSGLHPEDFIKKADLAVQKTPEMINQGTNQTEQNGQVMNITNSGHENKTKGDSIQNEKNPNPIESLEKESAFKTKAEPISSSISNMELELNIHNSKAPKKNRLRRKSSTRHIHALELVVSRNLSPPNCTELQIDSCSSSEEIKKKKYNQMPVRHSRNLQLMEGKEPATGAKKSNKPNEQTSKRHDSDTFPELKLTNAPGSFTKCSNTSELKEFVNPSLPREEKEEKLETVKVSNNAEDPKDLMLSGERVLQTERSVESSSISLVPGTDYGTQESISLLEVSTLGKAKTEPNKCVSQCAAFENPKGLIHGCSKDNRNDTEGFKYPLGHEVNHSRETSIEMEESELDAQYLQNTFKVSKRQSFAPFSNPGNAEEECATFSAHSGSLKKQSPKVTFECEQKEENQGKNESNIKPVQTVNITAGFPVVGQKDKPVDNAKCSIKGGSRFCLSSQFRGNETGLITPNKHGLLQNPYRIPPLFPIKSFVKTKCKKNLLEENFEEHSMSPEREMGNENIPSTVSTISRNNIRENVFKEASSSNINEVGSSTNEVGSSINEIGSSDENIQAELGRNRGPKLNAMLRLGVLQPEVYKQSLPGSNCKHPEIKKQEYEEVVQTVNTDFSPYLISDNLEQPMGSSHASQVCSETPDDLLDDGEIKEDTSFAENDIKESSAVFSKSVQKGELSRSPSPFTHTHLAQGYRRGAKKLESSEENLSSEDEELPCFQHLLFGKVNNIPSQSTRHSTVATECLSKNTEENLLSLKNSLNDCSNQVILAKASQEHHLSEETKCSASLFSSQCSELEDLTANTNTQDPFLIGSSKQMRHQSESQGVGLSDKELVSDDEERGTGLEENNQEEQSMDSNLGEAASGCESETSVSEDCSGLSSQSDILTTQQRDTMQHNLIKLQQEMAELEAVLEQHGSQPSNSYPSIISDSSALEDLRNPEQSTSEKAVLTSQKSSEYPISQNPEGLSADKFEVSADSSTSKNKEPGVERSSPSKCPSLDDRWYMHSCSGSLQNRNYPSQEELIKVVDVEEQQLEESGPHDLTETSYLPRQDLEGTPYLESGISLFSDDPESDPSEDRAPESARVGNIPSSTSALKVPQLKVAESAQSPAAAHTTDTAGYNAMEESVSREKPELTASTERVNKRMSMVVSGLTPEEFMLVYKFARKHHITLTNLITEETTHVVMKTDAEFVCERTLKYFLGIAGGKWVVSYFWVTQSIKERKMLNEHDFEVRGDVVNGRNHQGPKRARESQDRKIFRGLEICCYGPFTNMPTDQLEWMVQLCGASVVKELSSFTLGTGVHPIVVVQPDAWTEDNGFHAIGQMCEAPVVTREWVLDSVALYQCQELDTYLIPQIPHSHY
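Fluorescence polarization: His-tagged BRCT (~35 kDa BRCA1 C-terminus, 250 nM) bound to 100 nM fluorescein-labeled phosphorylated 10-aa BACH1 peptide, pH 7.3 phosphate buffer with DTT and Tween 20. Compounds incubated 12 min at room temperature; inhibition read as lowered polarization.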
HBB splice mod = hemoglobin beta splicing modulation. HBB splicing reporter cell assay, activation; EGFP reporter with mutant IVS2-654 intron; response scale: normalised to 500 nM splice-correcting PNA. Potency, µM (doses to about 46.1 µM), without a hit: at the top dose activation, most hits filed as activators. hit rate 0.06% among 65,000. AID 925; note: potency is the fitted concentration of half-maximal effect; 0% is about no effect
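Compounds were applied for 2 days to HeLa EGFP-654 cells, 500/well in Optimem with 2% FCS. The reporter's EGFP is disrupted by mis-splicing of beta-globin intron IVS2-654. Readout: summed well GFP fluorescence from 488 nm laser scanning; reference was 500 nM antisense […] 654 PNA.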
Pol III holo inh = blocks replication by bacterial DNA polymerase III holoenzyme; reconstituted DNA polymerase III holoenzyme replication, biochemical; Potency, µM (titrated, usually from 57.1 µM), inactives show at the highest dose activity change, negative = inhibition; hit rate 0.25% among 71,000; AID 603; note: potency is the fitted concentration of half-maximal effect; % is set by controls: 0 for no effect and ±100 for the full control effect
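Reconstituted *E. coli* holoenzyme (0.35 nM Pol III, 1 nM beta, 154 nM SSB, 2 nM primase) was preincubated with compound for 15 min at RT. Synthesis on 1.4 nM ssM13Gori ran 35 min, then was stopped with PicoGreen/EDTA and read as dsDNA fluorescence.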
Ub-GFP proteasome = ubiquitin-GFP accumulation via proteasome inhibition. AID 526. Potency, µM (highest dose often 45.9 µM), for inactives: top-dose activation (GFP accumulation), hits mostly activators. Ubiquitin-GFP reporter cells, proteasome inhibition, GFP fluorescence; response scale: untreated = 0%, 10 µM MG-132 = 100%. 67,000 tested, under 10 active; active = well fitted activation curve with a large enough effect, not every such curve was filed as active; inconclusive = small, poorly fitted or top-dose-only effect, or another doubt; inactive = no such curve, though single readings can be large or run the other way; note: potency is the fitted concentration of half-maximal effect
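Proteasome block read as GFP accumulation: ubiquitin(G76V)-GFP U2OS cells exposed to compound (2.9 nM–46 uM) for 4 hr at 37 C. Normalization used untreated cells as 0% and 10 uM MG-132 as 100%; concentration-response curves fitted.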
Hsp90 Hop PPI = changes Hsp90-Hop TPR2A binding signal, up or down; AlphaScreen TPR2A-His6 binding biotin-Hsp90 C-terminal peptide; Potency, µM (series often up to 57 µM), without a hit: top-dose activity change, negative = inhibition; hit rate 0.44% among 71,000; AID 595; active = well fitted curve in either direction with a large enough effect; inconclusive = small, poorly fitted or top-dose-only effect, or another doubt; note: potency is the fitted concentration of half-maximal effect; % is set by controls: 0 for no effect and ±100 for the full control effect; many of its hits are not listed in these tables
BRCT inh red = inhibitors of human BRCA1 BRCT-phosphoprotein interaction (red fluorophore); BRCT-phosphopeptide binding, red fluorescence polarization; Potency, µM (top dose mostly 76.9 µM), inactives show at the highest dose activity change, negative = inhibition, most hits filed as inhibitors; hit rate 0.03% among 75,000; AID 892; note: % is set by controls: 0 for no effect and ±100 for the full control effect
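Fluorescence polarization: 100 nM His-tagged BRCA1 BRCT with 100 nM TAMRA-labelled phospho-BACH1 decapeptide, phosphate buffer pH 7.3 with 150 mM NaCl, DTT, 0.01% Tween 20; 12 min RT. Binding inhibition seen as FP decrease.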
USP2a inh = USP2a (human) protease inhibition | AID 927 | Potency, µM (top dose mostly 38.3 µM), for the others: top-dose activity change, negative = inhibition, usual class: inhibitors | hit rate 0.1% among 60,000 | USP2a enzymatic assay, qHTS inhibition | O75604;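 note: potency is the fitted concentration of half-maximal effect; nearly all actives have a fitted effect of over 60% in size; plate controls were DMSO for no effect and NEM full inhibition control for full effect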
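USP2 core (20nM final) preincubated 30 min RT with compound, then Ub-PLA2 20nM and NBD C6-HPC 20uM final added; buffer 20mM Tris-HCl pH 8.0, 2mM CaCl2. Fluorescence Ex 460/Em 535 read at 0 and 2.5 h; normalized to NEM.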
An asterisk follows results filed as active; ? = inconclusive; nt = not tested or not shown; [ ] = remark or other dose. Unless noted, calls come from the whole dose curve; as a rule, active = well fitted curve in the direction sought with a large enough effect; inconclusive = small, poorly fitted or top-dose-only effect, or another doubt; inactive = no such curve, though single readings can be large; an effect the other way counts as inactive or inconclusive. An excerpt (hit frequency here may not be typical).

SMILES	Epigenetic mod	ALOX15 inhib	HADH2 inhib	CRE Fsk mod	BRCT PPI green	HBB splice mod	Pol III holo inh	Ub-GFP proteasome	Hsp90 Hop PPI	BRCT inh red	USP2a inh
COc1ccc(NC(=O)c2cnn3c(C(F)(F)F)cc(-c4ccco4)nc23)cc1OC	0%	4%[11.4 µM]	12%[11.4 µM]	?	-8.2%	2.7%[0.0738 µM]	1µM*	-5%[9.17 µM]	-11%[11 µM]	-1.4%	-4%[7.66 µM]
Cc1nonc1OCCn1nnnc1N	4%	-3%	4%	-7%	-0.5%	0.8%	-3%	-1%	-3%	-0.6%	-1%
Cn1c(N)c(C(=O)COC(=O)CCC(=O)c2cccs2)c(=O)n(C)c1=O	0%	-4%	0%	?	0.8%	-1.4%	-7%	-4%	4%	-0.6%	5%
CCCCCCc1ccc(OCC(=O)O)cc1OCC(=O)O	0%	13%	1%	-6%	4.0%	-0.8%[57.5 µM]	-12%	2%	0%	-2.8%	0%
C[C@H](NC[C@H](O)CP(=O)(O)CC1CCCCC1)c1ccc(Cl)c(Cl)c1	0%	-26%[25.6 µM]	3%	?	0.0%	nt	-6%	-4%	0%	0.3%	nt
CCCCC1(COC(=O)CCC(=O)O)C(=O)N(c2ccccc2)N(c2ccccc2)C1=O	1%[20.6 µM]	-13%	9%[25.6 µM]	1%[17.1 µM]	-0.5%[3.08 µM]	1.8%[20.6 µM]	-5%[25.6 µM]	10%[20.5 µM]	-1%[26 µM]	-1.1%	1%
CCOC(=O)c1c(C)c(C(=O)NCc2ccccn2)c(C)n1CC	2%	30%[activator]	4%	?	-2.2%	-0.6%	-12%	-5%	?	0.6%	18%
Cn1c(-c2ccc3c(c2)OCO3)cnc1NCc1ccc(Cl)cc1	-2%	?	0%	-16%	-0.7%	-0.1%[57.5 µM]	-2%	-3%	-13%	0.2%	6%
Cc1oc(C(=O)O)cc1CSCc1cc(C(=O)O)c(C)o1	-2%	?	?	-2%	0.6%	-1.0%	-7%	-3%	-7%	0.4%	1%
CN1C[N+]([O-])=C(c2ccccc2)C1(C)C	0%	-2%	2%	-3%	-1.0%	-0.4%[9.22 µM]	2%	14%	-3%	0.9%	-14%
COc1ccccc1C(=O)Nc1ccc2c(c1)nc1n2CCSC1	0%	12%	-17%	?	18%	1.6%[0.369 µM]	-14%	nt	-3%	0.2%	46%[activator]
COc1ccc(C)cc1NC(=O)c1cc2c(C)nc3ccccc3c2o1	2%	2%	-11%	?	-0.3%	-3.4%	-7%	3%	2%	1.8%	4%
Cc1c(C(=O)N2CCN(c3ccccc3F)CC2)sc2nc(-c3ccccc3)cn12	4%	-12%	-4%	-2%	0.1%	0.1%	0%	6%	-5%	-1.0%	20%
CC(C)N1CCc2c(sc(NC(=O)c3ccc(S(=O)(=O)N4CCOCC4)cc3)c2C(N)=O)C1	nt	-26%	-2%	27%	20%	6.4%	2%	-7%	-1%	-0.3%	nt
CCCCN(CCCC)CCn1cnc2c([nH]c3ccc(OC)cc32)c1=O	nt	1%	11%	9%	-3.8%	-0.2%	-2%	10%	-3%[2.3 µM]	-0.7%	nt
CCOC(=O)Cc1csc(NC(=O)CSc2ncnc3c2cnn3-c2ccc(OC)cc2)n1	1%	-19%	-1%	?	12%	nt	2%	-4%	-4%	-1.2%	30%[activator]
O=C(CCCN1C(=O)c2ccccc2C1=O)Oc1ccc(F)cc1	2%	-2%	?	-7%	-1.9%	-0.5%	0%	6%	8%	0.4%	-1%
COc1cc(NC(=O)C23CC4CC(C2)CC(n2nnc(C)n2)(C4)C3)c(OC)cc1Cl	-2%	-2%	-6%	-8%	-0.2%	0.4%[1.84 µM]	6%	-1%	0%	0.2%	3%
CCn1c(=O)c(C(C)=O)nc2ccccc21	2%	-4%	-14%	?	0.4%	-1.6%[0.369 µM]	1%	nt	-4%	-1.1%	6%
COC(=O)CNC(=O)C(Cc1c[nH]c2ccccc12)NC(=O)OC(C)(C)C (configuration not stated)	1%	1%	10%	5%	-1.9%	-0.2%[57.5 µM]	1%	-4%	-4%	-4.5%	7%
O=C(Nc1cc(NC(=O)c2ccccc2)c(C(=O)O)cc1C(=O)O)c1ccccc1	nt	-4%	8%	nt	2.0%	0.2%	nt	nt	nt	-29%	nt
CN1C(=O)NC(NC(=O)C2CCCCC2)(C(F)(F)F)C1=O (configuration not stated)	0%	3%	0%	-12%	-0.9%	0.4%	3%	-5%	-5%	0.7%	2%
CN(Cc1ccco1)c1ncncc1-c1ccccc1Cl	0%[9.22 µM]	-28%	?	?	-0.2%	1.1%	-16%	4%	?	-5.5%	85%[activator]
COc1cccc(NC(=O)c2oc3ccccc3c2NC(=O)c2ccc3c(c2)OCO3)c1	2%	-4%	-21%	14%	-2.4%	1.1%	-2%	1%	9%	-1.3%	29%
COc1ccc(S(=O)(=O)N2Cc3ccccc3CC2C(=O)Nc2ccc(O)cc2)cc1OC (configuration not stated)	0%	?	0%	-7%	0.9%	-0.3%	1%	-6%	-2%	-1.0%	nt
Cc1cnc(CNc2cc(-c3ccc(N(C)C)cc3)ncn2)cn1	-1%[9.22 µM]	-2%	-17%	8%	-0.5%	-0.2%	-5%	6%	-4%	0.8%	-5%
Cc1cc(=O)oc(C)c1C(=O)NCCCN1C(C)CCCC1C (configuration not stated)	-3%	?	-7%	-5%	-1.4%	1.2%	6%	25%	-3%	-1.2%	11%
CCN(CC)S(=O)(=O)c1ccc(Oc2cccc(C(C)=O)c2)nc1	0%	7%	9%	-16%	-2.2%	2.0%	-2%	7%	0%	-2.5%	2%
O=C(COC(=O)c1cccc(C(=O)OCC(=O)NC2CCCCC2)n1)NC1CCCCC1	2%	-23%	7%	-7%	2.0%	0.2%[57.5 µM]	-5%	-2%	-5%	-1.0%	-2%
Cc1cc(C(=O)OCC(=O)Nc2cc(C)on2)c2ccccc2n1	1%	4%	3%	25%	-0.4%	0.0%[57.5 µM]	-4%	4%	-3%	1.2%	-3%
CC(C)N1C(=O)c2ccccc2C1C(=O)NC1CCCCCC1 (configuration not stated)	4%	13%	4%	-5%	-1.3%	-0.3%	-4%	-7%	-3%	0.0%	5%
CCOCCCNC(=O)C(NC(=O)c1ccc2c(c1)OCO2)c1ccc(OC)cc1 (configuration not stated)	-1%	6%	3%	1%	-2.1%	-0.8%	-4%	-1%	-12%	-0.4%	-3%
NC(Cc1ccc2nonc2c1)C(=O)O (configuration not stated)	-1%	2%	-14%	-3%	-1.7%	2.6%[57.5 µM]	0%	-3%	-3%	1.6%	nt
O=C(N1CCN(Cc2ccc3c(c2)OCO3)CC1)C12CC3CC(CC(C3)C1)C2	0%	-2%	-8%	-6%	-1.1%	-1.9%	-2%	4%	-1%	0.0%	6%
COc1ccccc1OC(=O)C1CC(=O)N(c2ccc(Cl)cc2)C1 (configuration not stated)	-3%	1%	3%	0%	-2.6%	-0.6%	8%	-4%	-3%	0.1%	10%
C=CCn1c(SCC(=O)c2cccs2)nnc1-c1cccc(OC)c1	5%	-15%	-26%	-11%	-4.3%	-1.1%	-5%	9%	-1%	-1.6%	16%
Cc1ccc(N(C(=O)C2CCCC2)C2C=CS(=O)(=O)C2)cc1C (configuration not stated)	8%	-11%	-10%	-7%	1.7%	0.2%	-2%	7%	0%	-1.4%	6%
Nc1cc(S(=O)(=O)O)ccc1O	nt	-3%	?	-6%	0.1%	2.8%	-12%	nt	-10%	-2.6%	nt
CC(C)Sc1nc2c(c(=O)n1C)SC(C)C2 (configuration not stated)	nt	-5%	-10%	?	-2.5%	-1.3%	-9%	22%	-5%	-2.4%	nt
CCOC(=O)N1CCN(C(=O)CSc2nnc(CNC(=O)c3c(F)cccc3Cl)o2)CC1	-2%	10%	4%	-5%	-2.2%	-0.2%	-2%	3%	-2%	0.0%	3%

High-throughput results as filed in PubChem.
